High-throughput results from PubChem.
PRMT1 inh – inhibitors of human PRMT1; Q99873; recombinant PRMT1, activity-based probe fluorescence polarization; inhibition, % at 2.79 µM; actives 1.3% (n = 370,000); AID 652257;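 active = inhibition above about 21% made by adding two undisclosed values, limit read from the data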
SIAE inh – inhibitors of human sialic acid acetylesterase SIAE. SIAE FP-Rh probe binding, fluorescence polarization. actives 0.69% (n = 370,000). inhibition, % at 9.66 µM. AID 1053197;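 active = inhibition above a cutoff: mean of compounds within the control limits plus 3 SD of those, cut at about 17% in these data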;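 note: 0% = plate median of compound wells and 100% = probe without SIAE protein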
Target sequence (Q9HAT2 whole entry, looked up): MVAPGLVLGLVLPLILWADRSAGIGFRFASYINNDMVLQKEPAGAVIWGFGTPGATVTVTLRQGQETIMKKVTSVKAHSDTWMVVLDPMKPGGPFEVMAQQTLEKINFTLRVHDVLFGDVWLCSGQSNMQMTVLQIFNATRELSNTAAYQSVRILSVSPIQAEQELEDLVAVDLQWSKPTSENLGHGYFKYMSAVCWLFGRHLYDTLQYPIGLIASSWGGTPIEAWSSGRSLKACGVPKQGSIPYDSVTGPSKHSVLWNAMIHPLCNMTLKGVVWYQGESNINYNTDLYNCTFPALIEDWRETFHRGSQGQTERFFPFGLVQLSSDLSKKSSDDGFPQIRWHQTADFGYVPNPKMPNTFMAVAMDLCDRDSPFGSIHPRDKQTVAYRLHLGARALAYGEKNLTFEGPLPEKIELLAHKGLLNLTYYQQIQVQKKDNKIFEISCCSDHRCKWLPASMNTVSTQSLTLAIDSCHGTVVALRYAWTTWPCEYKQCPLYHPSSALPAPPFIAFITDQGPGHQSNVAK
PG9 binder – binds the HIV-1 gp120 antibody PG9. TR-FRET gp120-PG9 antibody binding. inhibition, % at 6.7 µM. actives 0.43% (n = 360,000). AID 624416; in the data active = inhibition above about 8.5%
LEDGF integ inh – blocks HIV-1 LEDGF/p75-dependent DNA integration; AID 743269; inhibition, % at 3.7 µM; actives 0.64% (n = 370,000); TR-FRET IN-LEDGF/p75 DNA integration, Eu/Cy5;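 active = inhibition above the screen-wide mean plus 3 SD, cut at about 13% in these data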;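 note: signal is the Cy5 over europium emission ratio at 671 and 618 nm; 0% = plate median of compound wells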
TDP2 inh – blocks human TDP2 phosphodiesterase activity; O95551; recombinant TDP2, T5PNP hydrolysis, p-nitrophenol absorbance 415 nm; inhibition, % at 12.8 µM; actives 0.34% (n = 370,000);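 active = inhibition above the mean of all tested compounds plus 3 SD, set per campaign, cut at about 25% in these data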;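 note: 0% = DMSO with enzyme and 100% = buffer with substrate but no TDP2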
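Assay system: Recombinant human TDP2 | Quantity: 120 nM TDP2 per well | Incubation: 2 h at 37 °C | Signal: Epi absorbance | Evaluation: Percent inhibition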
rCAG RNA binder – binds r(CAG) RNA repeats. r(CAG) RNA repeat, TO-PRO-1 dye displacement fluorescence. actives 1.3% (n = 370,000). inhibition, % at 3 µM;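 active = inhibition above the plate cutoff, the mean of all test compounds on that plate plus 3 SD, cut at about 35% in these data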;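 note: 0% = DMSO alone and 100% = 100 µM mitoxantrone as full dye displacement; higher means more dye released from RNA so lower well fluorescence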
mABHD4 FP – inhibits mouse alpha/beta hydrolase domain 4 | Q8VD66 | purified mABHD4, FP-Rh probe fluorescence polarization | inhibition, % at 8.92 µM | actives 0.54% (n = 370,000) | AID 720543;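 active = inhibition exceeding the mean over every tested compound plus 3 SD, cut at about 30% in these data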;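 note: 0% = plate median of compound wells and 100% = S159A mutant with DMSO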
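Assay system: mABHD4 protein; medium: HEPES pH 7.0, NaCl, Pluronic buffer; dosing: 8.92 µM, single dose; schedule: 45 min + 60 min at 25 °C; signal: FP readout, ex 525 nm / em 598 nm; read-out: normalized percent inhibition of probe labeling; repeats: single replicate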
Rev-erbA mod – modulates human Rev-erb alpha binding to DNA | P20393 | Rev-erbα–FITC-DNA binding, fluorescence polarization, 90 min | activity, % at 10 µM | actives 0.79% (n = 370,000) | AID 1259318;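 active = activity above about 14%, limit read from the data; passing the limit was not always enough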;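 note: 0% = DMSO wells with 35 nM protein and 100% = DMSO wells with 750 nM protein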
TCR CD3 inh – blocks the human TCR-CD3 interaction. TAMRA-labeled TCR probe fluorescence, biochemical. inhibition, % at 9.4 µM. actives 0.37% (n = 360,000); in the data active = inhibition above about 19%;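 note: recombinant mutant TCR 2C K166C tagged with TAMRA read by polarization; 0% = receptor in buffer alone and 100% = receptor with positive control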
HTRA1 inhibitor – inhibitors of human serine peptidase HTRA1; actives 0.5% (n = 340,000); inhibition, % at 5.96 µM; recombinant HTRA1, FP-rhodamine activity-based probe, fluorescence polarization; in the data active = inhibition above about 36%;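 note: 0% = enzyme with DMSO and 100% = wells lacking enzyme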
Target sequence (Q92743 whole entry, looked up): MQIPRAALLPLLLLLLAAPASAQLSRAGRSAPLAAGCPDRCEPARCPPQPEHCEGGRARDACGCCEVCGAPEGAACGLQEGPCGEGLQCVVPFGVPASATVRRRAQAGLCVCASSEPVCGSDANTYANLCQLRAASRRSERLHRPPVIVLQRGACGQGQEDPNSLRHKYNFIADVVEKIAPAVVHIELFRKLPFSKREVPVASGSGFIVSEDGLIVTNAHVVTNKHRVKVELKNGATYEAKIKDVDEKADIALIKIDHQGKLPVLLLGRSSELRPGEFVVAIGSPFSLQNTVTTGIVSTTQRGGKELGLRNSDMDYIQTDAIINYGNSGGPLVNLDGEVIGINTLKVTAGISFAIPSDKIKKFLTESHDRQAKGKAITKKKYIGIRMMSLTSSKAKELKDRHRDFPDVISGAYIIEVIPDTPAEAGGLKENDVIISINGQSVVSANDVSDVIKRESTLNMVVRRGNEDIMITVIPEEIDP
* = called active by the depositor; . = no result given.

[1] CCC(CCNC(=O)c1ccccc1)(CCNC(=O)c1ccccc1)[N+](=O)[O-]
[2] CC(=O)c1ccc(-c2ccc(C(=O)Nc3nc(C)c(C(C)=O)s3)o2)cc1
[3] CC1(C)Oc2ccc3ccc(=O)oc3c2C[C@H]1O[C@@H]1O[C@H](CO)[C@@H](O)[C@H](O)[C@H]1O
[4] Fc1ccccc1Nc1ncnc2c1nnn2Cc1ccccc1
[5] Cc1occc1C(=O)/C(C#N)=C/c1ccc(O)c(Br)c1
[6] O=C(CCCn1c(SCC(=O)Nc2ccccc2Cl)nc2ccccc2c1=O)NCC1CCCO1 (configuration not stated)
[7] CC(=O)c1ccc(N2CCN(C(=O)CCCc3nc4ccccc4s3)CC2)cc1
[8] COc1ccc(N2CCN(C(c3cccs3)C(C)NC(=O)C(=O)N3CCOCC3)CC2)cc1 (configuration not stated)
assay / compound,1,2,3,4,5,6,7,8
PRMT1 inh,-2,-5,-2,5,2,0,1,6
SIAE inh,0,-5,3,-1,-13,-4,3,10
PG9 binder,-1.9,-1.7,-1.4,0.2,-3.8,-0.1,0.7,-1.1
LEDGF integ inh,0,-3,1,-3,2,-5,-4,-1
TDP2 inh,3,-2,0,-6,2,-11,-6,1
rCAG RNA binder,0,6,1,-6,5,-4,-9,-5
mABHD4 FP,1,2,0,-5,3,-5,4,11
Rev-erbA mod,7,-16,0,6,6,7,6,3
TCR CD3 inh,4,2,4,-2,0,1,-3,0
HTRA1 inhibitor,2,6,-10,-1,0,-4,-2,5

[9] O=C(CNCc1cccs1)Nc1ccc(N2CCCCCC2)cc1
[10] Cc1ccc(CNC(=O)COC(=O)c2ccc(Br)cc2)cc1
[11] O=C(CNS(=O)(=O)c1ccc(Br)cc1Cl)OCC(=O)N1CCCC1=O
[12] CNc1nc(-c2ccccc2)cc(C)c1S(C)(=O)=O
[13] Cc1nnc(SCC2=C(C(=O)O)N3C(=O)C(NC(=O)Cn4nc(C(F)F)cc4C)C3SC2)s1 (configuration not stated)
[14] CC(=O)Nc1ccc(C(=O)OCC(=O)N2CC3(C)CC2CC(C)(C)C3)cc1 (configuration not stated)
[15] CC(C)OCCCNC(=O)CCSc1ccc(Cl)cc1
[16] CC1CN(C(=O)C2CCCC2)C(C)CN1C(=O)C1CCCC1 (configuration not stated)
assay / compound,9,10,11,12,13,14,15,16
PRMT1 inh,-7,2,-1,1,25*,-4,-1,-1
SIAE inh,6,8,5,-7,-183,-1,5,0
PG9 binder,-7.2,0.5,1.9,1.0,-0.4,0.9,1.7,-0.4
LEDGF integ inh,4,-1,-2,-4,4,-3,1,1
TDP2 inh,-5,8,11,-3,4,0,7,-4
rCAG RNA binder,-8,-3,1,-6,6,0,-5,-3
mABHD4 FP,11,3,-7,-2,-2,-6,0,-3
Rev-erbA mod,-4,7,2,-4,0,0,0,-5
TCR CD3 inh,8,-1,2,1,8,-2,-1,12
HTRA1 inhibitor,6,0,1,-2,1,8,3,1

[17] CCN1C(=O)/C(=C/c2cn(C)nc2C)SC1=S
[18] O=C(COc1ccc2c(C(F)(F)F)cc(=O)oc2c1)Nc1ccc2c(c1)OCCO2
[19] CC(=O)NCC(=O)OCC(=O)c1ccc2ccccc2c1
[20] CC1(C)OC1COc1c2ccoc2cc2oc(=O)ccc12 (configuration not stated)
[21] COc1ccc(NC(=O)Cc2ccc(C)cc2)cc1S(=O)(=O)N1CCCCC1
[22] COc1ccc(C(=O)OCC2CC(c3ccccc3)N(C)O2)cc1 (configuration not stated)
[23] CCOC(=O)C1=C(C)N=c2sc(=Cc3ccc(OCC(=O)O)cc3)c(=O)n2C1c1ccc(Cl)cc1 (configuration not stated)
[24] O=c1oc2cc(O)ccc2cc1-c1nc2ccccc2o1
assay / compound,17,18,19,20,21,22,23,24
PRMT1 inh,3,2,-2,-8,-5,2,42*,71*
SIAE inh,0,2,1,4,3,2,-32,-1
PG9 binder,-2.5,0.5,-2.3,-1.2,-1.2,-1.5,-1.9,2.3
LEDGF integ inh,1,0,1,2,-1,-1,4,-1
TDP2 inh,-3,5,-2,7,-5,-11,9,-6
rCAG RNA binder,4,4,0,-1,6,-3,83*,-30
mABHD4 FP,-3,-1,-3,5,0,4,-66,4
Rev-erbA mod,-5,0,1,-1,-4,-5,-1,-13
TCR CD3 inh,-5,3,1,-2,5,-3,-1,-3
HTRA1 inhibitor,-1,3,8,-3,-9,-2,.,.

[25] O=C(NCc1cccnc1)Nc1cccc(C(F)(F)F)c1
[26] Nc1c(C(=O)C2CC2)sc2nc3c(cc12)CCC3
[27] COc1ccc(CNC(=O)c2ccccc2C(=O)O)cc1
[28] COc1ccc(C(O)c2nc(-c3cccc4cccnc34)cs2)cc1 (configuration not stated)
[29] COc1ccc(NC(=O)c2cc(-c3ccco3)nc3ccccc23)cc1
[30] Cc1ccc(OCC(=O)NC2CC(C)(C)NC(C)(C)C2)cc1C
[31] Cc1[nH]c(=O)[nH]c(=O)c1S(=O)(=O)Nc1ccc(F)cc1Cl
[32] CCCCCCNCc1c(F)cccc1Cl
assay / compound,25,26,27,28,29,30,31,32
PRMT1 inh,1,-6,1,6,4,-2,-2,0
SIAE inh,2,1,0,5,-17,3,2,3
PG9 binder,-0.6,2.0,-1.6,-1.2,-1.3,-2.1,0.2,-1.6
LEDGF integ inh,3,0,0,-1,2,3,0,3
TDP2 inh,15,-6,-4,11,-3,9,-3,-4
rCAG RNA binder,2,1,-2,0,9,2,3,-3
mABHD4 FP,5,4,-3,2,-6,1,4,4
Rev-erbA mod,2,-5,6,4,-2,5,5,0
TCR CD3 inh,6,4,-2,0,2,4,7,-1
HTRA1 inhibitor,0,-3,2,.,-8,-5,5,4

Next section, overlapping the part above by two compounds.
[31] Cc1[nH]c(=O)[nH]c(=O)c1S(=O)(=O)Nc1ccc(F)cc1Cl
[32] CCCCCCNCc1c(F)cccc1Cl
[33] CCOC(=O)C(C)N1C(=O)S/C(=C/c2ccc3c(c2)n(C)c(=O)n3C)C1=O (configuration not stated)
[34] Cc1ccc(NC(=O)CCS(=O)(=O)c2ccc3c(c2)NC(=O)C(C)S3)cc1Cl (configuration not stated)
[35] O=C(NNC(=O)c1cccc(O)c1)Nc1ccc([N+](=O)[O-])cc1
[36] CN(C)S(=O)(=O)Oc1ccc(C(=O)Nc2cccc(C(F)(F)F)c2)cc1
[37] Cc1ccc(Cl)c(NC(=O)CN2CCNC(=O)C2)c1Cl
[38] COc1ccc(NC(=O)CS(=O)(=O)c2ccc(C)cc2)c(OC)c1
[39] CCOC(=O)c1cc(C(=O)NN)c(=O)[nH]c1C
[40] Nc1ccnc(Oc2ccc(F)cc2)c1
assay / compound,31,32,33,34,35,36,37,38,39,40
PRMT1 inh,-2,0,-2,-1,-1,-3,0,3,-2,0
SIAE inh,2,3,2,-3,-3,-17,5,5,6,4
PG9 binder,0.2,-1.6,-2.0,-1.1,0.1,-1.6,-1.5,1.4,-1.3,-3.1
LEDGF integ inh,0,3,1,5,-2,-2,-2,-3,4,3
TDP2 inh,-3,-4,-5,-6,6,-7,3,2,-5,-7
rCAG RNA binder,3,-3,-6,3,-1,-1,1,-3,-1,5
mABHD4 FP,4,4,1,-7,-5,-34,-3,-1,3,-2
Rev-erbA mod,5,0,-3,-1,-1,-2,-2,-9,1,4
TCR CD3 inh,7,-1,7,-5,-1,3,7,-1,2,-2
HTRA1 inhibitor,5,4,-4,-4,-7,-30,-1,8,-4,-4

Entries listed so far marked active in PRMT1 inh.
entry | SMILES | PRMT1 inh | SIAE inh | PG9 binder | LEDGF integ inh | TDP2 inh | Rev-erbA mod | TCR CD3 inh | HTRA1 inhibitor
13 | Cc1nnc(SCC2=C(C(=O)O)N3C(=O)C(NC(=O)Cn4nc(C(F)F)cc4C)C3SC2)s1 (configuration not stated) | 25* | -183 | -0.4 | 4 | 4 | 0 | 8 | 1
23 | CCOC(=O)C1=C(C)N=c2sc(=Cc3ccc(OCC(=O)O)cc3)c(=O)n2C1c1ccc(Cl)cc1 (configuration not stated) | 42* | -32 | -1.9 | 4 | 9 | -1 | -1 | .
24 | O=c1oc2cc(O)ccc2cc1-c1nc2ccccc2o1 | 71* | -1 | 2.3 | -1 | -6 | -13 | -3 | .

Next entries.
[41] COc1cc(NC(=O)Nc2cccc(Cl)c2)c(OC)cc1NC(=O)CN1CCCCC1
[42] CCCN(CC1CC1)C(=O)COC(=O)c1ccc(C)cc1O
[43] Cc1nc(-c2ccc(NC(=O)c3ccc(Br)o3)cc2)cs1
[44] Cc1cc(C)c(NC(=O)COc2nc3ccccc3nc2C)c(C)c1
[45] COc1ccc(CN2CCN(S(=O)(=O)c3ccc(F)cc3)CC2)c(OC)c1OC
[46] CC(C)c1nccn1S(=O)(=O)c1cc([N+](=O)[O-])ccc1Cl
[47] CS(=O)(=O)N1CCc2cc(C(=O)N3CCOCC3)ccc21
[48] CCOc1ccc(C(=O)/C=C/Nc2ccc(S(=O)(=O)Nc3cc(C)nc(C)n3)cc2)cc1
[49] COc1cccc(C(=O)Nc2nc(-c3ccc(S(=O)(=O)N4CCOCC4)cc3)cs2)c1
assay / compound,41,42,43,44,45,46,47,48,49
PRMT1 inh,0,2,0,0,-1,1,-2,1,0
SIAE inh,9,6,-4,1,-2,6,-2,-2,-61
PG9 binder,-2.2,0.6,-2.0,1.4,-1.3,-2.3,-1.7,-0.7,-2.3
LEDGF integ inh,-1,-4,2,-2,2,1,-4,2,-3
TDP2 inh,1,0,0,-3,4,6,-18,-3,0
rCAG RNA binder,7,-2,-2,1,-4,0,2,18,11
mABHD4 FP,-2,0,-1,-4,6,1,-2,-6,-13
Rev-erbA mod,-3,1,4,-2,-4,-2,-2,20*,1
TCR CD3 inh,2,-6,3,1,-4,0,1,2,-1
HTRA1 inhibitor,-3,3,-20,-2,0,1,-3,.,-61

Some of the compounds tested, so the mix of outcomes need not match the whole.
